# AHR act – human AHR activation; P35869; AHR-responsive luciferase reporter cells, luminescence; 320,000 tested, 2.5% active; AID 2796; activation, % at 5 µM; in the data active = activation above about 47%;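 also: 0% = vehicle wells and 100% = reference agonist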
# Target sequence (P35869 whole entry, looked up): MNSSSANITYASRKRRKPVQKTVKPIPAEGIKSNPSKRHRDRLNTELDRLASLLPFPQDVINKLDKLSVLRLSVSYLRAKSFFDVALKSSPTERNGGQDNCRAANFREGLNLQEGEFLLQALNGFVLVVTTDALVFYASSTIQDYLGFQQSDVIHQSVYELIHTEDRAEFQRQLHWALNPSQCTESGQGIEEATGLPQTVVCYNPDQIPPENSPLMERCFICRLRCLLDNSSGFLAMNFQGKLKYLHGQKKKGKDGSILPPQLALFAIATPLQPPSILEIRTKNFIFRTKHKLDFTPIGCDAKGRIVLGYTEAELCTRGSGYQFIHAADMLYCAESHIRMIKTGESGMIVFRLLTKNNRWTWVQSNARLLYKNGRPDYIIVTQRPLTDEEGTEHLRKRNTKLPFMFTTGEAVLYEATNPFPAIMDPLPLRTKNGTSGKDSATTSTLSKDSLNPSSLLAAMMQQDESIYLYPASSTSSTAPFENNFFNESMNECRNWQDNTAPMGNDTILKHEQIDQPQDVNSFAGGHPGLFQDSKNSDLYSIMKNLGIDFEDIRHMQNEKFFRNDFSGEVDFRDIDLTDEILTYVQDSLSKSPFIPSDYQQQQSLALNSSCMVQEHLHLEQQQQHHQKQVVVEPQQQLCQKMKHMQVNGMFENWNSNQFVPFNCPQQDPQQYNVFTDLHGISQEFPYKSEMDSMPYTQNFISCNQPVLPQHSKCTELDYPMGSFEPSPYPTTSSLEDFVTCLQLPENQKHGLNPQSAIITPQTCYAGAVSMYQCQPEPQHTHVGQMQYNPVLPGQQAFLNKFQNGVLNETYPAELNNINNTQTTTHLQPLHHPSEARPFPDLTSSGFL
# LAP4 TOR yeast – yeast TOR pathway LAP4-GFP modulation | 320,000 tested, 0.34% active | AID 2023 | S. cerevisiae LAP4-GFP multiplex, flow cytometry GFP, 3 h; median GFP as percent of DMSO wells | GFP response vs DMSO, % at 10 µM;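 active = GFP response vs DMSO above a set limit, about the screen mean plus 3 SD, cut at about 150% in these data; inconclusive = under 70 cell events counted for the yeast strain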
# Efflux pump mplx – antifungal efflux pump inhibition, Nile Red retention | inhibition, % at 10 µM | S. cerevisiae Candida pump triplex | 330,000 tested, 0.44% active | AID 485275;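 active = plate passing quality check with inhibition over a set limit, or well fluorescence over plate mean plus 4 SD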;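 also: Nile Red retained in pooled yeast measured as flow cytometry median fluorescence; 0% = buffer negative control and 100% = Enniatin B positive control; higher means more Nile Red kept so more efflux inhibition; some compounds called inactive have numbers as strong as hits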
# RPL19A TOR yeast – yeast TOR pathway RPL19A-GFP modulation. S. cerevisiae RPL19A-GFP strain, flow cytometry, 3 h; stronger effect = lower value. percent response vs DMSO, % at 10 µM. 330,000 tested, 0.3% active;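 active = percent response vs DMSO below 50%; inconclusive = fewer than 70 events counted for the yeast strain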;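 also: median channel GFP fluorescence of the barcoded RPL19A-GFP strain; ratio of sample median GFP to plate DMSO average so 100% = DMSO; lower means less RPL19A-GFP as with rapamycin TOR inhibition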
# CR mimetic SO – caloric restriction mimetics inhibiting age-related superoxide in yeast | 330,000 tested, 0.18% active | AID 2690 | S. cerevisiae aged cells, superoxide DHE fluorescence; stronger effect = lower value | superoxide response (% of plate mean), % at 10 µM;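 active = superoxide response under a set limit, about three screen SD below normal, cut at about 65% in these data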;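 also: yeast aged for seven days with compound at 30 °C before DHE staining; 100% = average MFI of all compound-treated wells on the plate with controls excluded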
# MEP2 TOR yeast – alters MEP2-GFP fluorescence in TOR pathway yeast screen | AID 2016 | 330,000 tested, 0.51% active | GFP response vs DMSO, % at 10 µM | S. cerevisiae MEP2-GFP strain, flow cytometry GFP, 3 h; 100% = DMSO control level;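 active = GFP response versus DMSO above a set limit, roughly screen mean plus 3 SD, cut at about 180% in these data; inconclusive = fewer than 70 cells counted for a yeast strain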;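 also: median GFP fluorescence of the barcode-gated MEP2-GFP cells per well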
# AGP1 TOR yeast – modulators of TOR pathway AGP1-GFP in S. cerevisiae. S. cerevisiae AGP1-GFP multiplex flow cytometry, 3 h; GFP as percent of DMSO wells. GFP response vs DMSO, % at 10 µM. 320,000 tested, 0.02% active;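 active = GFP response relative to DMSO above a set limit, near screen average plus 3 SD, cut at about 150% in these data; inconclusive = fewer than 70 cells counted for the yeast strain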;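 also: median GFP channel fluorescence of the gated AGP1 strain per well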
# CIT2 TOR yeast – alters CIT2-GFP fluorescence in TOR pathway yeast screen | S. cerevisiae CIT2-GFP strain, flow cytometry, 3 h; 100 means same as DMSO wells | GFP response vs DMSO, % at 10 µM | 320,000 tested, 0.065% active | AID 2029;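 active = GFP response relative to DMSO above a set limit, near the screen mean plus 3 SD, cut at about 150% in these data; inconclusive = Fewer than 70 cells measured for a yeast strain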;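 also: ratio of well median GFP fluorescence to mean of DMSO wells on the plate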
# * = called active by the depositor; u = inconclusive; x = no result given; [ ] = remark or other dose.
SMILES,AHR act,LAP4 TOR yeast,Efflux pump mplx,RPL19A TOR yeast,CR mimetic SO,MEP2 TOR yeast,AGP1 TOR yeast,CIT2 TOR yeast
O=C(NC1CCCCC1)C1CN(S(=O)(=O)c2ccccc2)CCN1S(=O)(=O)c1ccccc1 (configuration not stated),2,95,0.1,100,91,100,99,95
O=C(Nc1ccc(-c2nc3ccccc3[nH]2)cc1)c1ccco1,-10,102,-0.1,93,93,106,98,97
COc1ccc(CN2C(=O)c3ccccc3C2C(=O)NCCc2ccccc2)c(OC)c1 (configuration not stated),2,83,0.1,92,102,u,u,89
CCC(=O)N1CCN(CCN=CC2=C(O)CC(C)(C)CC2=O)CC1,2,106,-0.1,99,101,103,101,103
Cc1cccc(N2CCN(C(=O)c3cc4n(n3)C(C(F)(F)F)CC(c3ccco3)N4)CC2)c1C (configuration not stated),0,93,0.0,93,106,87[may fluoresce red],98,103[may fluoresce red]
CC[n+]1cc(C)ccc1/C=C/c1ccc(N(C)C)cc1,0,135,6.0*,114,75,180*,114,158*
O=C(c1cc(-c2ccc(Cl)cc2)nc2ccccc12)N1CCC1,8,95,0.0,92,98,97,90,79
COCC(C)n1c(SCC(=O)N2CC(=O)Nc3ccccc32)nc2ccccc2c1=O (configuration not stated),8,114,-0.2,110,89,106,112,113
CC(OC(=O)c1nc(-c2ccccc2)n(-c2ccccc2)n1)C(=O)Nc1cc(Cl)cc(Cl)c1 (configuration not stated),-1,90,-0.4,98,111,106,91,95
Cc1cc(C)n(-c2ccc(NC(=O)C3CCN(Cc4cc(C)c(C)o4)CC3)cc2)n1,2,72,0.0,108,93,88,99,97
Cc1nc2ccccc2c(=O)n1NC(=O)C1CCCCC1,0,100,0.0,96,112,103,98,95
CC(C)(C)NC(=O)CSc1nc(-c2ccc(F)cc2)cs1,16,112,0.3,96,102,101,103,93
COc1ccccc1N1CCN(C(C)C(=O)Nc2ccc(S(=O)(=O)N3CCOCC3)cc2)CC1 (configuration not stated),2,101,0.2,107,122,95,94,98
O=c1[nH]nc(N/N=C/c2ccc(Cl)cc2Cl)c(=O)[nH]1,8,92,-0.1,103,97,101,101,100
COc1cc([N+](=O)[O-])ccc1NC(=O)NCc1cccnc1,23,95,0.0,102,109,102,102,100
CCN(CC)c1ccc(NC(=O)CSC(=O)c2ccccc2)cc1,2,109,-0.3,97,97,97,102,99
COc1cc(/C=N/NC(=O)c2ccc(CN3C(=O)c4cccc5cccc3c45)cc2)cc(OC)c1O,17,87,-0.1,91,103,95,92,98
COC(=O)c1ccc(-c2ccco2)n1Cc1nc(-c2ccc(OC)c(OC)c2)oc1C,9,101,-0.1,99,112,98,99,102
O=C(O)c1ccccc1C(=O)NC1Cc2ccccc2C1,-3,x,0.0,95,107,98,x,x
CN(CC(=O)Nc1cccc(F)c1)C(=O)CCCc1cccs1,0,100,-0.1,103,96,79,101,105
COc1ccc(Br)cc1CNC(=O)Cc1cccs1,x,87,0.0,102,95,106,97,95
CCOC(=O)N1CCN(C(=O)c2cc(COc3ccc4ncccc4c3)on2)CC1,-2,117,0.1,96,90,106,104,101
CCCNC(=O)COc1ccc2c(=O)c(Oc3ccccc3F)coc2c1,1,86,0.1,103,146,96,93,96
C[C@H](CO)N1C[C@H](C)[C@@H](CN(C)Cc2ccc(Cl)c(Cl)c2)Oc2c(NC(=O)Cc3ccccc3)cccc2C1=O,2,81,0.6,95,119,86,80,81
CCCC[C@@H]1CNC(=S)N1CCc1cccc2ccccc12,5,108,0.2,96,107,105,96,87
COc1ccc(Cl)cc1NC(=O)Cn1cccc1,0,107,-0.1,98,92,102,102,100
CC(=O)Nc1ccc(S(=O)(=O)NCC(=O)OCC(=O)NC(=O)c2cccn2C)cc1,3,106,-0.1,100,66,102,109,109
Cc1ccc(-c2nnc(-c3ccccc3)o2)cc1,8,101,-0.1,100,107,99,94,101
O=C(N/N=C/c1cccnc1)c1cccc(F)c1,12,106,-0.1,100,100,97,103,101
O=C(COC(=O)c1ccco1)Nc1cccc(Br)c1,0,94,-0.1,91,96,94,89,98

# A different layout for 6 compounds above:
Molecule | AHR act | LAP4 TOR yeast | Efflux pump mplx | RPL19A TOR yeast | CR mimetic SO | MEP2 TOR yeast | AGP1 TOR yeast | CIT2 TOR yeast
COC(=O)c1ccc(-c2ccco2)n1Cc1nc(-c2ccc(OC)c(OC)c2)oc1C | 9 | 101 | -0.1 | 99 | 112 | 98 | 99 | 102
O=C(O)c1ccccc1C(=O)NC1Cc2ccccc2C1 | -3 | x | 0.0 | 95 | 107 | 98 | x | x
CN(CC(=O)Nc1cccc(F)c1)C(=O)CCCc1cccs1 | 0 | 100 | -0.1 | 103 | 96 | 79 | 101 | 105
COc1ccc(Br)cc1CNC(=O)Cc1cccs1 | x | 87 | 0.0 | 102 | 95 | 106 | 97 | 95
CCOC(=O)N1CCN(C(=O)c2cc(COc3ccc4ncccc4c3)on2)CC1 | -2 | 117 | 0.1 | 96 | 90 | 106 | 104 | 101
CCCNC(=O)COc1ccc2c(=O)c(Oc3ccccc3F)coc2c1 | 1 | 86 | 0.1 | 103 | 146 | 96 | 93 | 96

# MEP2 TOR yeast, hit marks shown above
structure,AHR act,LAP4 TOR yeast,Efflux pump mplx,RPL19A TOR yeast,MEP2 TOR yeast,AGP1 TOR yeast,CIT2 TOR yeast
CC[n+]1cc(C)ccc1/C=C/c1ccc(N(C)C)cc1,0,135,6.0*,114,180*,114,158*

# The listing continues.
SMILES,AHR act,LAP4 TOR yeast,Efflux pump mplx,RPL19A TOR yeast,CR mimetic SO,MEP2 TOR yeast,AGP1 TOR yeast,CIT2 TOR yeast
CC1(c2ccc(OC(F)F)cc2)NC(=O)N(CC(=O)Nc2ccc(OC(F)F)cc2)C1=O (configuration not stated),3,97,0.1,101,109,106,100,101
Cc1cc(=O)c2ccccc2n1Cc1ccccc1,57*,86,0.0,99,98,98,99,100
Cc1ccc(NC(=O)/C=C2\NC(=O)CS2)cc1,61*,90,-0.1,90,107,101,87,100
CCN1CCCC1CNS(=O)(=O)c1cccc(C(F)(F)F)c1 (configuration not stated),1,105,0.1,100,112,98,103,96
CC1(C)CC(=O)c2c(n(S(=O)(=O)c3ccccc3)c3ccc(NS(=O)(=O)c4ccccc4)cc23)C1,-7,101,-0.2,105,107,129,104,108
CC1(C)C2CC[C@]3(C)C(CC=C4[C@@H]5C[C@@](C)(CO)CC[C@]5(C(=O)O)CC[C@]43C)[C@@]2(C)CC[C@@H]1O (some centres not stated),0,104,0.4,92,99,107,97,92
CN(C)S(=O)(=O)n1cc(/C=C(\NC(=O)c2ccccc2)C(=O)N2CCOCC2)c2ccccc21,1,96,-0.2,100,109,113,99,97
Nc1nc(CSc2nnnn2-c2ccccc2)nc(N2CCCc3ccccc32)n1,8,106,-0.1,101,102,102,102,111
Cc1cc(C)c2sc(N(CCCN(C)C)C(=O)c3ccc(S(=O)(=O)N4CCc5ccccc5C4)cc3)nc2c1,10,116,0.1,102,119,98,108,90
COc1ccc(NC(=O)CN(C)C(=O)c2cccc(S(=O)(=O)N3CCN(c4ccccc4)CC3)c2)cc1,7,104,0.1,99,100,104,97,102
COC/C=C/C1=CC2=CC(=O)C(C)(OC(=O)c3cnc4ccccc4n3)C(=O)C2=CN1c1ccc(CO)cc1 (configuration not stated),8,120,-0.1,98,78,90,89,111
O=C(CSc1nnc(SCc2ccc(Cl)cc2)s1)N/N=C/c1ccc(C(=O)O)cc1,1,101,0.0,97,100,99,104,94
Cc1cc(NC(=O)Nc2cc(F)ccc2C)n(C)n1,7,100,0.0,100,88,108,96,96
CSCCC(NC(=O)c1ccc([N+](=O)[O-])cc1Cl)C(=O)OCC(=O)N(C)C (configuration not stated),20,97,0.1,105,105,102,100,101
Cc1nnc(N(CCC#N)CCC#N)s1,-2,102,-0.1,102,86,98,97,98
CCc1ccnc(NS(=O)(=O)c2ccc3c(c2)CCO3)c1,-1,97,0.0,97,91,96,95,83
O=C1Nc2cc(C(=O)N3CCc4ccccc4C3)ccc2S/C1=C\c1ccccc1,19,102,-1.1,95,94,97,98,95
O=[N+]([O-])c1ccc(-c2nc(=S)c3c(o2)CCCC3)cc1,0,82,-0.1,98,95,95,93,93
COC(=O)Cc1ccc(NC(=S)N2CCN(c3cccc(O)c3)CC2)cc1,1,97,-0.2,102,104,104,96,101
CCCNC(=S)Nc1ccc(Cl)cc1C,-1,99,1.4,99,86,100,102,100
CCOc1ccc(NC(=O)c2ccccc2NC(=O)CN(C)CC(=O)Nc2ccc(C)cc2)cc1,4,106,-0.1,101,88,110,x,108
CC(/C=N/N1CCN(c2ccc(C)cc2)CC1)=C\c1ccccc1,0,100,0.6,102,79,91,104,108
Cc1cccc(-n2c(-c3ccoc3C)n[nH]c2=S)c1,-1,99,1.3,104,95,100,103,97
CC(NC(=O)c1ccncc1)C(c1cccs1)N1CCOCC1 (configuration not stated),-1,93,0.6,93,106,91,93,87
Cn1cc(S(=O)(=O)NC(c2ccccc2)c2ccccc2)c(=O)n(C)c1=O,0,96,0.0,93,100,98,96,94
C#CCOCCOCCOCCNc1nc(N2CCN(C(=O)C([C@@H](C)CC)n3cc(C(N)CO)nn3)CC2)nc(N2CCN(C(=O)[C@H](CCC(=O)O)n3cc(C(N)CC(C)C)nn3)CC2)n1 (some centres not stated),0,113,-0.2,104,95,95,93,86
CC(=O)c1ccc2c(c1)N(CCCN1CCC(CCO)CC1)c1ccccc1S2,0,104,-0.1,100,97,98,101,99
Cc1csc(NC(=O)CSc2ncn(-c3ccccc3)n2)n1,16,93,0.0,96,110,98,90,90
O=C(Nc1ccccc1Cl)N1CCn2c(nc3ccccc32)C1,-7,104,-0.2,103,103,104,107,101
CCOC(=O)c1c(-c2cccs2)csc1NC(=O)CN1CC(C)OC(C)C1 (configuration not stated),10,92,0.1,91,98,94,88,96
N=c1c(C(=O)NC2CCCCC2)cc2c(=O)n3ccccc3nc2n1Cc1ccco1,7,79[may fluoresce violet],0.1,56[may fluoresce violet],115,243*[may fluoresce violet],u,u
COc1ccc(N2CCOCC2)c(NC(=O)COc2cccc(C)c2C)c1,3,93,-0.3,96,108,107,106,126
CC(/C=C1\SC(=S)N(CC(=O)N2CCN(c3ccccc3)CC2)C1=O)=C\c1ccccc1,1,104,0.0,104,107,112,108,113
CC1(C)CC(=O)c2ccc(OCc3ccc([N+](=O)[O-])cc3)cc2O1,24,109,0.0,93,106,94,95,84
CCN(C(=O)c1cc(Cl)ccc1OC)c1ccccc1,6,104,0.0,101,111,106,100,95
